SR-BI HDL uptake: blocks mouse SR-BI lipid uptake from DiI-HDL. Q61009. AID 488896. ldlA[mSR-BI] CHO cells, DiI-HDL uptake fluorescence, 3 h. inhibition, % at 12.5 µM. 320,000 tested, 0.96% active;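 active = mean replicate inhibition of at least 70% and a set share of replicates each scoring 70 or more; inconclusive = meets just one of the two criteria; inactive = fails both criteria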;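 note: 0% = median of neutral control wells and 100% = median of positive control wells; values of inactives mirror those of a sister screen read the other way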
HTR5A ag: counter-screen for OPRM1-OPRD1 agonists: human HTR5A agonism; P47898; activation, % at 9.3 µM; HTR5A agonist assay, luminescence, cell-based; 340,000 tested, 0.61% active; AID 504692; in the data active = activation mostly above about 9.5%, no sharp cut-off; inactive = mostly below about 7.6%;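 note: 0% = cells with vehicle only and 100% = reference agonist; strong numbers were not always called active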
CDK5 inh: CDK5/p35 (human) kinase inhibition; Recombinant CDK5/p35, ADP-Glo luminescence, 60 min; inhibition, % at 10 µM; 330,000 tested, 0.01% active; AID 488839;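 active = highest replicate inhibition of at least 50% and at least 75% of replicates reaching 50%; inconclusive = only one of the two criteria met; inactive = both criteria failed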;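 note: plate controls were DMSO neutral control for no effect and GW8510 at 10 µM for full effect; many of its hits are not listed in these tables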
Wnt act: Wnt/beta-catenin pathway activation | Wnt/beta-catenin reporter cell assay, activator, plate reader | activation, % at 9.35 µM | 300,000 tested, 1.2% active; in the data active = activation above about 30%, passing the limit was not always enough; inconclusive = no clear call, values can overlap the other calls;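 note: 0% = neutral control wells and 100% = positive control wells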
NSD2 HMT inh: inhibitors of human histone methyltransferase NSD2; AID 743445; 310,000 tested, 0.54% active; inhibition, % at 12.5 µM; O96028; NSD2 peptide methylation, AlphaScreen, 120 min; in the data active = inhibition above about 50%
Target sequence (O96028 whole entry, looked up): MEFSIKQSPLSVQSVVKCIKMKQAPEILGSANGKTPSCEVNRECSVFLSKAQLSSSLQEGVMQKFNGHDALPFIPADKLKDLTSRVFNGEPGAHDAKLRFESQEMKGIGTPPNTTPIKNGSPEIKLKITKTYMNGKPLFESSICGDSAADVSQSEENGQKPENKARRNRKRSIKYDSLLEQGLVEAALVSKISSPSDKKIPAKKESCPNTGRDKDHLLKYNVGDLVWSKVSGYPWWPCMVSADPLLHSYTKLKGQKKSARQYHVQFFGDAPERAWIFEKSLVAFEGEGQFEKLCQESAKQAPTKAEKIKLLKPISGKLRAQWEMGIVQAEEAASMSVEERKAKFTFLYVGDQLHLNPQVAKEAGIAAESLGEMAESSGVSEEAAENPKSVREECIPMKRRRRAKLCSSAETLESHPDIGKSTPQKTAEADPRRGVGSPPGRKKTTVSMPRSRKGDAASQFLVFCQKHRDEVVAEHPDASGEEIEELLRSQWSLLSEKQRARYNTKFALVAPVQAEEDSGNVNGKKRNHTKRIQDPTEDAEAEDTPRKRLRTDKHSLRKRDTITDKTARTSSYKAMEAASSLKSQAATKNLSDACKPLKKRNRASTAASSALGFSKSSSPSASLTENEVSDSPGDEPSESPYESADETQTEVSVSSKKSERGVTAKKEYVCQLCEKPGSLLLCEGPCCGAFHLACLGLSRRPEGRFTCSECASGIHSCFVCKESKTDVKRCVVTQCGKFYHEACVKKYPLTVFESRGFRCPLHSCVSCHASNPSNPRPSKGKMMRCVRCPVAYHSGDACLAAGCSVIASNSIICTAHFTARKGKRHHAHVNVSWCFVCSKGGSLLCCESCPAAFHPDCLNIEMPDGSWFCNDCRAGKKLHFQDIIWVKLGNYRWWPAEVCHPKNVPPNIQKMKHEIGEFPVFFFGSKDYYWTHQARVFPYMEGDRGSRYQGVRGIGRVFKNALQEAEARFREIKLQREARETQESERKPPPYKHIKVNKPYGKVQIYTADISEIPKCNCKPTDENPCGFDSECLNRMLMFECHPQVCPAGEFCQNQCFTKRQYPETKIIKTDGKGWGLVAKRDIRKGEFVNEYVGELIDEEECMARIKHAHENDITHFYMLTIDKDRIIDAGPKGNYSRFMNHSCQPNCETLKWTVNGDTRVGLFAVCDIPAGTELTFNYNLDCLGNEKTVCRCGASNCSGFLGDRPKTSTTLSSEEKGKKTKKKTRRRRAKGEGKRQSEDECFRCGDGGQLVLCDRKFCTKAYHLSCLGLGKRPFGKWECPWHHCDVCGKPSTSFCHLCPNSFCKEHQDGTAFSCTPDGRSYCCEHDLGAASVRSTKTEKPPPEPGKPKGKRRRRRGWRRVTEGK
MITF act: activators of MITF-driven TRPM1 promoter activity in SK-MEL-5 cells | SK-MEL-5 TRPM1-promoter luciferase, 24 h; % of positive control, neutral wells = 0 | activation, % at 12.5 µM | 300,000 tested, 0.75% active;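 active = mean activation of at least 80% with every replicate also reaching 80%; inconclusive = mean reaches 80% but some replicate falls short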;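 note: 0% = neutral control wells and 100% = parthenolide positive control wells; values of inactives mirror those of a sister screen read the other way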
dFosB act: activators of mouse delta FosB homodimer; purified delta FosB, TAMRA-CDK5 oligo fluorescence polarization; percent of positive-control signal above neutral wells; activation, % at 25 µM; 340,000 tested, 0.99% active; AID 493131;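 active = mean activation above about 17%, with every replicate also reaching it, limit read from the data, passing the limit was not always enough; inconclusive = only one of the two conditions met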;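 note: fluorescence polarization rise as delta FosB binds a TAMRA Cdk5 AP-1 oligo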
PvdQ inh: P. aeruginosa PvdQ acylase inhibition | 340,000 tested, 0.063% active | AID 488965 | inhibition, % at 10 µM | purified PvdQ acylase, fluorescence plate reader; in the data active = inhibition above about 30%, passing the limit was not always enough; inconclusive = no clear call, values can overlap the other calls;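 note: 0% = vehicle neutral wells and 100% = reference inhibitor wells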
V-ATPase pH: alters yeast V-ATPase proton transport. S. cerevisiae, pHLuorin cytosolic pH fluorescence. response, % at 10 µM. 350,000 tested, 0.37% active; in the data active = response mostly above about 7.3%, no sharp cut-off; inactive = mostly below about 5.4%; note: actives read high; inactives centre near 0; some compounds called inactive have numbers as strong as hits; reference of the scale not given here
HTR5A inv ctr: HTR5A inverse agonism, opioid heterodimer counter-screen; inhibition, % at 9.3 µM; AID 504634; 340,000 tested, 0.083% active; P47898; HTR5A cell line, luminescence; in the data active = inhibition mostly above about 23%, no sharp cut-off; inactive = mostly below about 18%;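 note: 0% = cells with DMSO and 100% = no-cell wells with DMSO; some compounds called inactive have numbers as strong as hits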
Starred values were filed as active, the others as inactive.

What do the screens show for `CCOC(=O)C1(Cc2ccccc2)CCN(Cc2ccon2)CC1`?
SR-BI HDL uptake: 10; HTR5A ag: 3; CDK5 inh: 0.4; Wnt act: -2; NSD2 HMT inh: 31; MITF act: 1; dFosB act: 4; PvdQ inh: 3; V-ATPase pH: 3; HTR5A inv ctr: -7

What do the screens show for `O=C(O)[C@H](Cc1ccccc1)N1C(=O)c2c(Cl)c(Cl)c(Cl)c(Cl)c2C1=O`?
SR-BI HDL uptake: -20; HTR5A ag: 0; CDK5 inh: -0.4; Wnt act: -1; dFosB act: -9; PvdQ inh: 2; V-ATPase pH: -1; HTR5A inv ctr: 0

How did c1ccc(CNCCCNCCCCNCCCNCc2ccccc2)cc1 do in these assays?
SR-BI HDL uptake: -8; HTR5A ag: 7; CDK5 inh: 1.3; Wnt act: -5; NSD2 HMT inh: -2; MITF act: 8; dFosB act: 4; PvdQ inh: 4; V-ATPase pH: -5; HTR5A inv ctr: -26

What do the screens show for `Cc1cccc2c1-c1sc(C(=O)NCCCN3CCc4ccccc4C3)cc1CO2`?
SR-BI HDL uptake: 19; HTR5A ag: 5; CDK5 inh: -1.7; Wnt act: -2; NSD2 HMT inh: -5; MITF act: 43; dFosB act: 23*; PvdQ inh: -17; V-ATPase pH: 2; HTR5A inv ctr: -14

What do the screens show for `O=C(NCc1ccccn1)Nc1cccc(NC(=O)NCc2ccccn2)c1`?
SR-BI HDL uptake: 10; HTR5A ag: 5; CDK5 inh: -4.0; Wnt act: 12; NSD2 HMT inh: -6; MITF act: 54; dFosB act: -4; PvdQ inh: -22; V-ATPase pH: 1; HTR5A inv ctr: -13

How did CCOC(=O)c1[nH]c2ccccc2c1N=C(C)N(CC)CC do in these assays?
SR-BI HDL uptake: -13; HTR5A ag: 6; CDK5 inh: -0.2; Wnt act: -5; NSD2 HMT inh: 1; MITF act: 2; dFosB act: -1; PvdQ inh: -17; V-ATPase pH: 2; HTR5A inv ctr: -2

Results for CC1CN(CCOc2ccccc2[N+](=O)[O-])CC(C)O1 (centres undefined) ?
SR-BI HDL uptake: -3; HTR5A ag: 1; CDK5 inh: -1.4; Wnt act: -2; NSD2 HMT inh: -2; MITF act: 6; dFosB act: 2; PvdQ inh: 18; V-ATPase pH: -2; HTR5A inv ctr: -2

How did O=C(COc1ccccc1)Nc1c2c(nn1-c1ccccc1)CS(=O)C2 (centres undefined) do in these assays?
SR-BI HDL uptake: -10; HTR5A ag: 4; CDK5 inh: 1.0; Wnt act: -1; NSD2 HMT inh: 0; MITF act: 4; dFosB act: 6; PvdQ inh: -6; V-ATPase pH: 1; HTR5A inv ctr: 13

What do the screens show for `CCOc1ccccc1CN1CCCC(CNC(=O)Cc2ccc(OC)cc2)C1` (centres undefined)?
SR-BI HDL uptake: -3; HTR5A ag: -2; CDK5 inh: 2.0; Wnt act: -1; NSD2 HMT inh: -3; dFosB act: -7; PvdQ inh: 1; V-ATPase pH: -3; HTR5A inv ctr: 7

What do the screens show for `C[C@H](CO)N1C[C@H](C)[C@@H](CN(C)S(C)(=O)=O)Oc2c(NC(=O)c3ccncc3)cccc2C1=O`?
SR-BI HDL uptake: 0; HTR5A ag: -1; CDK5 inh: -0.7; Wnt act: 4; MITF act: 10; dFosB act: 1; PvdQ inh: -1; V-ATPase pH: 0; HTR5A inv ctr: 3

Results for CCOC(=O)c1c(C)[nH]c(C(=O)OCc2csc(CC(=O)Nc3ccccc3C)n2)c1C ?
SR-BI HDL uptake: 81*; HTR5A ag: 1; CDK5 inh: 1.6; Wnt act: 3; NSD2 HMT inh: 0; MITF act: 8; dFosB act: 3; PvdQ inh: -8; V-ATPase pH: -8; HTR5A inv ctr: 0

How did O=C(CSc1nnnn1-c1ccccc1)CC(=O)Nc1ccc(Cl)cc1 do in these assays?
SR-BI HDL uptake: -26; HTR5A ag: -2; CDK5 inh: -0.4; MITF act: -2; dFosB act: 0; PvdQ inh: 11; V-ATPase pH: -4; HTR5A inv ctr: 0

How did COC(=O)c1ccccc1NC(=O)CNC(=O)c1ccco1 do in these assays?
SR-BI HDL uptake: 16; HTR5A ag: 0; CDK5 inh: 1.6; NSD2 HMT inh: 0; MITF act: -1; dFosB act: -7; PvdQ inh: -3; V-ATPase pH: 1; HTR5A inv ctr: -13

What do the screens show for `CC(C)(C)NCC(=O)c1c[nH]c2ccccc12`?
SR-BI HDL uptake: -6; HTR5A ag: 1; CDK5 inh: -0.6; dFosB act: 4; PvdQ inh: -13; V-ATPase pH: 1; HTR5A inv ctr: 9

How did Cc1ccc(S(=O)(=O)N2CCC(C(=O)NCc3ccccc3Cl)CC2)cc1 do in these assays?
SR-BI HDL uptake: -15; HTR5A ag: -1; CDK5 inh: -3.7; Wnt act: -6; NSD2 HMT inh: 5; MITF act: -3; dFosB act: 0; PvdQ inh: -13; V-ATPase pH: -4; HTR5A inv ctr: -21

What do the screens show for `O=C(O)c1cccc2c1Cc1cc([N+](=O)[O-])ccc1-2`?
SR-BI HDL uptake: 8; HTR5A ag: 2; CDK5 inh: 0.1; Wnt act: 1; NSD2 HMT inh: 1; MITF act: 4; dFosB act: 0; PvdQ inh: -12; V-ATPase pH: 0; HTR5A inv ctr: -8

Results for N/C(=N\OC(=O)CCCc1ccccc1)c1ccccn1 ?
SR-BI HDL uptake: 7; HTR5A ag: 0; CDK5 inh: -1.4; Wnt act: -1; MITF act: -1; dFosB act: -2; PvdQ inh: 0; V-ATPase pH: -2; HTR5A inv ctr: 12

What do the screens show for `O=S(=O)(N1CCOCC1)N1CCN(c2ccc(F)cc2)CC1`?
SR-BI HDL uptake: -19; HTR5A ag: 2; CDK5 inh: 1.0; Wnt act: 2; NSD2 HMT inh: 0; MITF act: 2; dFosB act: 4; PvdQ inh: -13; V-ATPase pH: -1; HTR5A inv ctr: -6

What do the screens show for `O/N=C/c1ccccc1OCc1ccc(Cl)cc1`?
SR-BI HDL uptake: -12; HTR5A ag: 0; CDK5 inh: -0.4; NSD2 HMT inh: 24; MITF act: 76; dFosB act: -7; PvdQ inh: -5; V-ATPase pH: 0; HTR5A inv ctr: -11

What do the screens show for `CCOc1cc(/C=N/NC(=O)c2ccc(CN3CCOCC3)cc2)ccc1OCc1ccccc1`?
SR-BI HDL uptake: 35; HTR5A ag: 6; CDK5 inh: -1.7; NSD2 HMT inh: -1; MITF act: -28; dFosB act: 21*; PvdQ inh: -10; V-ATPase pH: 5; HTR5A inv ctr: -27

How did Cc1nc(-c2ccccn2)sc1C(=O)Nc1ccc(F)cc1 do in these assays?
HTR5A ag: -2; CDK5 inh: -1.5; NSD2 HMT inh: 35; dFosB act: -20; PvdQ inh: -3; V-ATPase pH: 5; HTR5A inv ctr: 6

What do the screens show for `CN(C)S(=O)(=O)c1ccc(NC(=O)CSc2nnnn2C)cc1`?
SR-BI HDL uptake: -12; HTR5A ag: 7; CDK5 inh: -0.2; Wnt act: 1; MITF act: -3; dFosB act: -4; PvdQ inh: -5; V-ATPase pH: 1; HTR5A inv ctr: -22

What do the screens show for `Cc1c(C(=O)NCCc2ccccc2)oc2ccc(S(=O)(=O)N3CCC4(CC3)OCCO4)cc12`?
SR-BI HDL uptake: 55; HTR5A ag: 3; CDK5 inh: 6.2; MITF act: -5; dFosB act: -3; PvdQ inh: 7; V-ATPase pH: 1; HTR5A inv ctr: -9

What do the screens show for `Cc1ccc(NC(=O)c2ccc(S(=O)(=O)Nc3c(C)n(C)n(-c4ccccc4)c3=O)cc2)nc1`?
SR-BI HDL uptake: -1; HTR5A ag: 8; CDK5 inh: 1.7; Wnt act: 0; NSD2 HMT inh: 2; MITF act: 14; dFosB act: -5; PvdQ inh: 6; V-ATPase pH: -1; HTR5A inv ctr: -23

Results for Cc1cccc(C)c1NC(=O)C(NC(=O)c1ccccn1)c1ccccc1[N+](=O)[O-] (centres undefined) ?
SR-BI HDL uptake: -9; HTR5A ag: -2; CDK5 inh: 1.2; Wnt act: -4; NSD2 HMT inh: 2; MITF act: -8; dFosB act: -5; PvdQ inh: -13; V-ATPase pH: -3; HTR5A inv ctr: 5

How did O=C(N/N=C/c1cccnc1)C1CC1(c1ccccc1)c1ccccc1 (centres undefined) do in these assays?
SR-BI HDL uptake: -21; HTR5A ag: -2; CDK5 inh: 1.9; Wnt act: 0; NSD2 HMT inh: -2; MITF act: -9; dFosB act: -6; PvdQ inh: inconclusive; V-ATPase pH: 1; HTR5A inv ctr: 6

How did CCOc1ccc(S(=O)(=O)Nc2cccc(C(=O)N3CCN(c4ccc(OC)cc4)CC3)c2)cc1 do in these assays?
SR-BI HDL uptake: -33; HTR5A ag: 2; CDK5 inh: 0.5; NSD2 HMT inh: 2; MITF act: -2; dFosB act: -4; PvdQ inh: -6; V-ATPase pH: 4; HTR5A inv ctr: 8

Results for COc1ccc(OC)c(NC(=O)c2csc(Cl)c2OC)c1 ?
SR-BI HDL uptake: 62; HTR5A ag: 3; CDK5 inh: 0.7; Wnt act: 5; NSD2 HMT inh: -3; MITF act: -10; dFosB act: -7; PvdQ inh: 7; V-ATPase pH: 0; HTR5A inv ctr: -12

How did Cc1nc(Nc2cccc(C(F)(F)F)c2)nc2c1C(=O)CC(C)C2 (centres undefined) do in these assays?
SR-BI HDL uptake: 24; HTR5A ag: -1; CDK5 inh: -0.7; NSD2 HMT inh: -1; MITF act: 14; dFosB act: -1; PvdQ inh: -8; V-ATPase pH: -1; HTR5A inv ctr: -2

How did O=C(NCc1ccco1)c1cc([N+](=O)[O-])ccc1N1CCOCC1 do in these assays?
HTR5A ag: 0; CDK5 inh: -1.8; Wnt act: -1; NSD2 HMT inh: 7; MITF act: -6; dFosB act: -6; PvdQ inh: -13; V-ATPase pH: -2; HTR5A inv ctr: -16

What do the screens show for `COc1cc2c(cc1OC)C(C(=O)N1CCCCC1)C(c1ccccc1F)N(C)C2=O` (centres undefined)?
SR-BI HDL uptake: -11; HTR5A ag: 0; CDK5 inh: -0.3; NSD2 HMT inh: -4; MITF act: -5; dFosB act: -8; PvdQ inh: -9; V-ATPase pH: 1; HTR5A inv ctr: 8

Results for Cc1ccc(CN2CCN(C3CCC3)CC2CCO)cc1 (centres undefined) ?
SR-BI HDL uptake: -3; HTR5A ag: -1; CDK5 inh: 0.5; Wnt act: -1; NSD2 HMT inh: 16; MITF act: 0; dFosB act: -3; PvdQ inh: -3; V-ATPase pH: 0; HTR5A inv ctr: 4

What do the screens show for `O=C(NC1CCCCC1)c1ccc2c(c1)OCCO2`?
HTR5A ag: 1; CDK5 inh: 0.1; Wnt act: 21; NSD2 HMT inh: 1; MITF act: 76; dFosB act: -6; PvdQ inh: -11; V-ATPase pH: 5; HTR5A inv ctr: -4

Results for COc1cccc(OCCn2cc(C=O)c3ccccc32)c1 ?
SR-BI HDL uptake: 4; HTR5A ag: 3; CDK5 inh: -0.9; Wnt act: -1; NSD2 HMT inh: -2; MITF act: -3; dFosB act: -10; PvdQ inh: 0; V-ATPase pH: -2; HTR5A inv ctr: -6
